# High-throughput results: PubChem BioAssay, several laboratories
# EP2 modulator = EP2 receptor modulators, cAMP readout, primary screen, cell-based, HTRF cAMP, PGE2 stimulation. EP2-expressing cells, cAMP HTRF FRET, PGE2 co-stimulation. AID 940, 2007. 260,000 compounds, 0.83% hits. induction, % at 25 µM. Prostaglandin E2 receptor EP2 subtype (Homo sapiens), P43116;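 active means compounds whose cAMP rise, as percent of the full-agonist control response, exceeds 60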;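 further: rat C6 glioma line stably carrying human EP2 under a CMV promoter; the protocol text gives 20 µM as final concentration; 100% = response of wells given 1 µM PGE2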
# Target sequence (P43116 whole entry, looked up): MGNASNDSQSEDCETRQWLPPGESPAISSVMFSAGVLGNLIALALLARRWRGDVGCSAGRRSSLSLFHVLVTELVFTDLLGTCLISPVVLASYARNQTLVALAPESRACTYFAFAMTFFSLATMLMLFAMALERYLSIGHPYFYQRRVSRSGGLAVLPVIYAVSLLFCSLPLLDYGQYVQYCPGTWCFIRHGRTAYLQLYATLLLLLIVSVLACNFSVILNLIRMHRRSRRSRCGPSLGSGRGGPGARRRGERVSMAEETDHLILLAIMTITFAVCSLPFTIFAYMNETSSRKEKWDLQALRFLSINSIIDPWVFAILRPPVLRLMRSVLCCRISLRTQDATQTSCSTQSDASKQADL
# Runt-SMMHC FRET = inhibitors of RUNX1 Runt–CBFb-SMMHC binding, primary screen, biochemical, FRET, Cerulean-Runt, Venus-CBFb-SMMHC, uHTS; inhibition, % at 20 µM; Runt-related transcription factor 1 (Homo sapiens) + Core-binding factor subunit beta …; Cerulean-Runt/Venus-CBFb-SMMHC FRET ratio 530/480, 1 h; 220,000 compounds, 0.74% hits; AID 1434, 2008;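 active means mean inhibition across duplicate retests at 20 µM reaching about 50%, limit read from the data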;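 further: 0% = DMSO wells and 100% = wells with excess untagged CBFb-SMMHC; inhibitors lower the FRET ratio by blocking Runt binding to CBFb-SMMHC; some results filed as inactive read as strong as hits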
# Target sequence (Q01196 whole entry, looked up): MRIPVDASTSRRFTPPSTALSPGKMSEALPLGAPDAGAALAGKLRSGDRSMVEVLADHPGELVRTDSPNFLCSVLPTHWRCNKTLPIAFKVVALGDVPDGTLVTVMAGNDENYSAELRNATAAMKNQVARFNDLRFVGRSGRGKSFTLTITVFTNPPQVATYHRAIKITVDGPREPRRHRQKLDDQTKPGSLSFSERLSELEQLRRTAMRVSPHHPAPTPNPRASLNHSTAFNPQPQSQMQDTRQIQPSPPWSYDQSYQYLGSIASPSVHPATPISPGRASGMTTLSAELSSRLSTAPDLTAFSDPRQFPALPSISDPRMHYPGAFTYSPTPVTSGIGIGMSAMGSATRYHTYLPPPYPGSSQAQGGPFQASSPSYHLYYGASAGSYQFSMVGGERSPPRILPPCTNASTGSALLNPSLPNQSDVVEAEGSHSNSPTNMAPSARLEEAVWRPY
# Target sequence (Q13951 whole entry, looked up): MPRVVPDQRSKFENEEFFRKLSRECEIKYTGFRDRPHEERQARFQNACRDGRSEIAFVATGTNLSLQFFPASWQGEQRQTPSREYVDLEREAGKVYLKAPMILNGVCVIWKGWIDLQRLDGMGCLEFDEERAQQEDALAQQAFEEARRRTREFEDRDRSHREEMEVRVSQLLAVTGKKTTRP
# PERK inhibitor = block of dimerizer-induced PERK translation repression, primary screen, PERK inhibitor project, CHO PERK-DD cells, SEAP luminescence, HTS; Eukaryotic translation initiation factor 2-alpha kinase 3 (Homo sapiens), Q9NZJ5; CHO PERK-DD fusion, SEAP luminescence translation reporter; inhibition, % at 5.6 µM; 220,000 compounds, 0.17% hits;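 active means inhibition above the mean inhibition of all tested compounds plus 3 SD, set separately per screening campaign, cut at about 2.9% in these data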;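 further: PERK kinase domain activated by AP20187 dimerizer at 100 nM; 0% = DMSO with dimerizer and 100% = rapamycin at 8.4 µM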
# Runt-CBFb FRET = inhibitors of RUNX1 Runt–CBFb binding, primary screen, biochemical, FRET, Cerulean-Runt, Venus-CBFb, uHTS; Cerulean-Runt/Venus-CBFb FRET ratio 530/480, 1 h; inhibition, % at 20 µM; 220,000 compounds, 0.46% hits; AID 1496, 2009;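 active means inhibition over about 50% at 20 µM in the single-dose screen, limit read from the data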;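 further: 0% = DMSO wells and 100% = excess unlabeled CBFb competitor control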
#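 test system = Cerulean-Runt domain fusion protein, energy donor | probe or stimulus = Venus-CBFb binding partner, 100 nM | incubation = two 1 h room-temperature incubations shielded from light | detection = fluorescence energy transfer, 422 nm excitation, 530/480 nm emission | measure = loss of energy transfer signal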
# L929 necroptosis = inhibitors of zVAD-triggered necroptosis, primary screen, L929 cells | L929 zVAD necroptosis rescue, ATP luminescence, 24 h; with zVAD 60 µM | viability rescue, % at 10 µM | 220,000 compounds, 0.38% hits | AID 1377, 2008;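 active means activation, scaled between plate controls, above about 75%, limit read from the data; inactive means activation under that limit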;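 further: 0% = zVAD with DMSO and 100% = DMSO alone without zVAD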
# Hck-Nef inh = inhibitors of Nef-activated human Hck kinase, primary screen, biochemical, Z-Lyte FRET, 384-well, Hck-YEEI. Tyrosine-protein kinase HCK (Homo sapiens), P08631. Recombinant Hck-YEEI plus Nef, Z-Lyte FRET kinase assay. inhibition, % at 20 µM. 220,000 compounds, 0.68% hits. AID 463187, 2010;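 active means Hck-Nef kinase inhibition above about 50%, limit read from the data; inactive means inhibition below that limit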;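 further: 0% = DMSO with Hck plus Nef and 100% = Hck alone without Nef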
# TNF death inh = inhibitors of TNF-alpha triggered necroptosis, primary screen, cell-based, Jurkat FADD-/-, single concentration; Jurkat FADD-/- TNF necroptosis rescue, ATP luminescence, 24 h; 0 = TNF only, 100 = no-TNF cells; activation (protection from cell death), % at 10 µM; 220,000 compounds, 0.068% hits;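 active means activation, meaning protection from cell death, of at least 50% relative to plate controls; inactive means activation below 50%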;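 further: necroptosis triggered by 40 ng/mL TNF-alpha added together with compound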
# PGE2 EP2 inh = human EP2 receptor antagonists, primary screen, TR-FRET cAMP, C6 glioma cells | Prostaglandin E2 receptor EP2 subtype (Homo sapiens), P43116 | C6 glioma cells expressing human EP2; cells stimulated with saturating PGE2 | inhibition, % at 25 µM | 260,000 compounds, 0.52% hits;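 active means percent inhibition above 40 after rounding to a whole number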;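 further: rat C6 glioma host cells with rolipram phosphodiesterase inhibitor present; the protocol text gives 20 µM as final concentration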
# RBBP9 inhibitor = human RBBP9 inhibitors, primary screen, biochemical, fluorescence polarization, FP-Rh probe, HTS; Serine hydrolase RBBP9 (Homo sapiens), O75884; recombinant RBBP9; inhibition, % at 7.94 µM; 220,000 compounds, 0.2% hits;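 active means inhibition above the campaign mean of all tested compounds plus 3 SD, cut at about 14% in these data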;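 further: plate controls were DMSO wells with RBBP9 for no effect and wells lacking RBBP9 protein for full effect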
#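 system = RBBP9 protein | input = RBBP9 at 2.5 µM in dispensed solution, before mixing | measured by = fluorescence polarization (mP), excitation 525 nm, emission 598 nm | incubation = enzyme-compound preincubation 30 min, then probe labeling 45 min, 25 °C | buffer or medium = Tris-NaCl-Pluronic buffer, pH 8.0 | compound = single dose 7.94 µM | also added = FP-Rh probe, 375 nM dispensing solution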
# Active calls of the source: *; / = no result given; & = joins results of further samples. This is a subset; count on the stated rates, not on these rows.
Compound,PGE2 EP2 inh,PERK inhibitor,TNF death inh,Runt-SMMHC FRET,EP2 modulator,L929 necroptosis,Hck-Nef inh,RBBP9 inhibitor,Runt-CBFb FRET
Cn1c2ccc(F)cc2c2ncn(CC3CCCO3)c(=O)c21 (stereo unspecified),5,0.6,3.1,2,-30,2.2,10,-5,0
CCN1CCN(CCNC(=O)Nc2ccc([N+](=O)[O-])cc2)CC1,4,1.0,1.8,0,-25,3.9,-9,-9,1
Cc1ccccc1NS(=O)(=O)c1ccc2c(c1)NC(=O)CO2,3,0.7,-1.0,1,-51,11,16,-8,-1
CC(=O)Nc1c(I)c(NC(C)=O)c(I)c(C(=O)O)c1I,15&11,1.4&1.0,3.3&-0.1,3,6&20,2.8&66,-4&-8,0&-4,0
CCCCOc1ccc2ccccc2c1C=O,11,0.3,-3.5,-10,-5,0.8,0,-11,-2
Cc1cc(C)c(C#N)c(SCS(=O)c2ccc(C(C)(C)C)cc2)n1 (stereo unspecified),10,-0.9,0.9,-14,14,0.5,0,-9,-5
O=C(Nc1ccccc1-c1ccccc1)C(=O)Nc1ccccc1-c1ccccc1,7,0.9,0.1,0,14,-0.4,21,-18,0
C/C(=C\c1ccc(C)o1)C(=O)c1c(C)cc(C)[nH]c1=O,3,0.5,0.5,8,-7,-0.7,9,2,14
O=S(=O)(Nc1nc2ccccc2nc1NCc1ccco1)c1ccc(F)cc1,14,0.6,-2.1,-2,-1,0.4,13,-2,1
Cc1cccc(C(=O)Nc2cccc(C(=O)N/N=C/c3ccncc3)c2)c1,7,1.2,-0.8,2,-14,0.3,4,-4,0
CCNCc1cc(Cl)cc(OC)c1OC(C)C,6,-0.4,1.5,8,-13,-0.3,4,2,1
COc1ccc(OCc2cc(-c3ccc(Cl)cc3)no2)cc1,8,1.7,1.5,-5,-59,1.1,25,3,-1
CCCCc1nc(S(=O)(=O)c2ccc(Cl)cc2)c(N2CCOCC2)o1,12,1.2,-2.2,1,0,-1.6,6,-8,0
CCN1CCN(C(c2ccccc2)c2nnnn2Cc2ccc(OC)cc2)CC1 (stereo unspecified),1,0.2,0.0,-1,-4,-0.2,5,-3,0
Nc1ncccc1OCc1cccc(C(F)(F)F)c1,3,2.5,-0.8,-4,-30,0.4,21,-3,-3
COC(=O)c1[nH]c2cc(OC)ccc2c1NC(=O)CCN1CCN(c2ccccc2)CC1,3,-2.2,-0.5,0,-28,0.1,-2,0,-2
COc1ccc(CCNC(=O)c2nnn(CC(=O)Nc3ccccc3C)c2N)cc1OC,9,-1.4,-0.9,-1,-2,0.1,4,-6,0
C/C(=N\NC(=O)COc1ccc(C)cc1C(C)C)c1ccc(-n2ccnc2)cc1,9,0.7,1.8,-8,-23,0.6,1,-2,-6
Cc1no[n+]([O-])c1COc1ccccc1/C=C1\NC(=S)NC1=O,12,0.1,-4.1,-4,-10,-0.5,-15,-13,1
CC(C)C[C@H](NC(=O)C1(c2ccccc2)CCN(C(=O)[C@H]2CSCN2C(=O)OC(C)(C)C)CC1)C(=O)O,7,0.2,-0.5,-1,31,/,-6,2,-2
CN(C)c1ccc(CNCCC2(O)CCOC(C)(C)C2)cc1 (stereo unspecified),10,0.8,-0.4,4,19,0.1,-2,-2,1
O=C(/C=C/c1ccc(Cl)c([N+](=O)[O-])c1)Nc1cccnc1,26,0.9,-7.7,0,-10,-0.4,0,-13,0
COc1cc(/C=C2\C(=O)N(C)C(=S)N2C)ccc1O,9,0.3,-0.9,-8,24,2.9,5,-10,-4
Cc1[nH]c2ccccc2c1/C=C/C(=O)c1ccncc1,8,-0.8,-1.5,-55,-42,0.5,0,1,-27
Cc1cccc(N(NC(=O)C(C)(C)O)C(=O)c2ccccc2)c1,4,-0.3,-1.5,-2,31,0.1,2,-2,0

Compound,PGE2 EP2 inh,PERK inhibitor,TNF death inh,Runt-SMMHC FRET,EP2 modulator,L929 necroptosis,Hck-Nef inh,RBBP9 inhibitor,Runt-CBFb FRET
CC(C)(C)c1ccc(C(=O)NC(=S)Nc2nc3c(s2)CCCC3)cc1,4,1.4,3.6,6,-92,0.1,-1,2,1
CC(CCc1ccccc1)NC(=O)COC(=O)C12CC3CC(CC(Br)(C3)C1)C2 (stereo unspecified),9,0.0,1.0,-4,-5,0.0,0,-8,-2
CC(C)(C)OC(=O)N1CCC(C(=O)N2CCCCCC2)CC1,20,0.5,-1.5,-4,19,3.3,-9,-5,0
CN1/C(=C/C=C(C#N)C#N)C(C)(C)c2ccccc21,9,1.7,1.6,-47,4,5.3,18,-4,-222
O=C(NCc1ccc(-c2csnn2)cc1)C1CC1,6,1.4,1.6,-2,3,0.2,24,6,-1
CN(C(=O)COC(=O)c1cncc(Br)c1)C1CCS(=O)(=O)C1 (stereo unspecified),10,0.7,2.0,-3,9,2.2,2,-4,-1
COc1ccc(-c2cc(C(=O)N3CCc4ccccc4C3)no2)cc1OC,5,-1.4,-0.6,6,-36,-0.1,-1,-11,-3
CC(=O)c1cccc(NC(=O)c2c(C)nn(-c3ccccc3)c2Cl)c1,7,-0.2,-2.1,2,-48,6.0,28,-4,0
CNC(=O)c1nc(C)n(-c2ccc([N+](=O)[O-])cc2)n1,1,1.0,-0.2,-1,1,1.1,-1,0,0
Cc1cc(C)n(-c2nc3c(c(=O)[nH]c(=O)n3C)n2CC(O)COc2ccccc2C)n1 (stereo unspecified),8,-1.6,-4.4,4,-4,0.1,0,-11,-2
Cc1ccc(NC(=O)c2oc3ccccc3c2NC(=O)C2CCCO2)cc1C (stereo unspecified),5,-0.5,-1.0,-5,-31,3.9,19,-9,-3
Cc1cccc(NC(=S)Nc2ccc(Cl)c(Cl)c2)c1,8,1.6,-1.4,1,-63,1.4,-5,-3,3
COc1ccc2cc(OC)c(C(=O)N3CCOCC3)cc2c1,10,0.9,0.2,1,17,13,14,-4,1
CCOC(=O)c1cnc(SCc2nc(N)nc(Nc3ccc(OC)cc3)n2)nc1N,1,0.1,-2.9,-2,-2,-0.3,3,-9,0
COc1cccc(CN2CCNC(=O)C2CC(=O)N(C)CCc2ccccn2)c1OC (stereo unspecified),1,1.4,0.0,2,11,-0.1,7,-11,1
O=C(CN(Cc1ccc(F)cc1)C(=O)Cn1nnc2ccccc21)NCC1CCCO1 (stereo unspecified),/,0.8,-0.8,4,20,-0.1,0,-7,-2
CCn1ncc(/C=C/C(=O)C2CC2)c1C,4,0.1,0.8,2,12,-0.3,4,-9,1
CC(=O)c1cc(C(c2csc(C(C)=O)c2)c2csc(C(C)=O)c2)cs1,7,-0.1,0.4,2,27,-0.4,10,1,0
CCOC(=O)C1=C(C)NC(=O)NC1c1ccccc1 (stereo unspecified),8,0.3,-0.9,4,19,2.8,0,-11,0
COc1ccc(-c2noc(-c3ccccc3C(=O)NCC3CCCO3)n2)cc1 (stereo unspecified),2,0.3,-2.8,3,-15,-0.5,4,-1,0
Cc1cccc(NC(=O)c2ccc(N3CCCCC3)c([N+](=O)[O-])c2)n1,/,-1.2,-8.7,-1,-8,1.1,1,-4,-1
CCOC(=O)c1[nH]ncc1[C@@H]1C[C@H]2CN(Cc3cccc(Cl)c3)C(=O)[C@]23CCCN13,6,-0.7,4.0,0,3,2.8,18,-13,0
Cc1nnc(NC(=O)CC(NC(=O)C(F)(F)F)c2ccccc2)s1 (stereo unspecified),5,1.2,2.1,-5,-11,2.9,1,-6,3
O=C(N/N=C/c1ccccc1F)c1ccc(COc2ccccc2Cl)o1,20,0.6,2.2,3,-82,-0.5,4,-7,-1
OCC1(Cc2ccccc2)CCN(Cc2cnc(-c3ccc(Cl)cc3)nc2)CC1,8,0.2,-4.7,-1,-24,9.1,20,-6,-1

Compound,PGE2 EP2 inh,PERK inhibitor,TNF death inh,Runt-SMMHC FRET,EP2 modulator,L929 necroptosis,Hck-Nef inh,RBBP9 inhibitor,Runt-CBFb FRET
CC(=O)N1CCN(C(=O)c2cc(C)nc3ccccc23)CC1,6,1.7,0.0,3,19,0.1,-44,0,0
CC(=O)N1CN(CCCn2ccnc2)Cc2c1sc1c2CCCC1,13,0.3,-2.2,3,-8,-0.5,0,-8,3
COc1cccc(NC(=O)N2CCN(c3cccc(C)c3)C(C)C2)c1 (stereo unspecified),15,-0.7,0.7,0,6,0.2,1,4,-2
CCC1=Nc2cc(C(=O)NCc3ccco3)ccc2Sc2ccc(Cl)cc21,6,-0.8,-6.5,17,-20,-0.1,6,-5,20
Cc1nc2ccc3[nH]snc3c2n1,7,1.9,1.1,-3,26,-0.3,0,-2,-1
CC(NC(=O)C12CC3(C)CC(C)(CC(C)(C3)C1)C2)C(=O)O (stereo unspecified),1,0.9,0.4,-1,23,-0.1,6,6,0
Cc1cccc(-n2nnc(C(=O)NCc3ccc4c(c3)OCO4)c2N)c1,4,-1.2,-0.6,4,-9,-0.1,0,-5,-1
CCCOc1ccc(OCCSc2ncccn2)cc1,22,0.5,-1.2,-8,8,0.2,0,0,-4
O=C(CCCn1c(=O)oc2ccccc21)N1CCN(c2ccc(F)cc2)CC1,10,0.3,0.0,1,-12,-0.8,30,0,7
CCOc1ccc(NC(=O)CN2C(=O)COc3ccc(Cl)cc32)cc1,8,0.6,1.5,1,-2,0.7,0,-10,3
CCCCn1c(SCC(=O)Nc2cc(C(F)(F)F)ccc2Cl)nnc1C(CC)N(C)C (stereo unspecified),6,-1.1,3.2,-7,14,0.5,0,1,-7
Cc1cc(C)c(C(N)=O)c(SCC(=O)c2cc(C)c(C)cc2C)n1,9,1.1,-0.7,0,17,0.6,2,-4,-2
C/C(=N\NS(=O)(=O)c1ccc(C)c([N+](=O)[O-])c1)c1cc2ccccc2o1,8,-0.5,0.1,-8,28,0.5,2,-7,-4
CC(NC(=O)c1cc(S(=O)(=O)N(C)C)ccc1N1CCCC1)C1CC2CCC1C2 (stereo unspecified),5,-0.8,1.6,-2,-20,1.5,21,-6,-6
